KCNH2 3.1 block = inhibitors of human KCNH2 3.1 potassium channel isoform; 340,000 compounds, 0.95% hits; activity change, % (tested at about 1.8 µM); U2OS KCNH2 3.1, thallium flux FluxOr; stronger effect = lower value;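 active = maximum activity change below -70%; inconclusive = maximum activity change from -70% to -50%; inactive = maximum activity change above -50%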;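 also: thallium influx rate constant from kinetic fluorescence after stimulation buffer; % is scaled to controls: 0 for no effect and ±100 for the full control effect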
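Kinetic fluorescence (2 min after stimulation buffer) measures Tl+ influx through KCNH2 3.1 expressed by viral transduction in U2OS cells; the rate constant is normalized against DMSO controls serving as positive and negative references.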
S-ASM inh = human S-ASM enzyme inhibition; placental ASM, HMU-PC fluorogenic substrate, 60 min; 340,000 compounds, 0.006% hits; Potency, µM (top dose mostly 57.5 µM), for the others: at the highest dose activity change, negative = inhibition, usual class: inhibitors; AID 504937; also: potency is read from the fitted curve at half-maximal effect
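Fluorogenic HMU-PC substrate (9 uM final) is turned over by placental ASM in 60 min at 37 C after a 10 min compound preincubation. Reaction ended by alkaline stop (pH 10), with fluorescence read at 386/447 nm.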
GALK inhibitor = blocks human galactokinase activity. P51570. Purified GALK, Kinase-Glo residual ATP luminescence. Potency, µM (top dose mostly 57.5 µM), for inactives: at the highest dose activity change, negative = inhibition, usual class: inhibitors. 270,000 compounds, 0.007% hits; also: potency is read from the fitted curve at half-maximal effect; % is scaled to controls: 0 for no effect and ±100 for the full control effect
Target sequence (P51570 whole entry, looked up): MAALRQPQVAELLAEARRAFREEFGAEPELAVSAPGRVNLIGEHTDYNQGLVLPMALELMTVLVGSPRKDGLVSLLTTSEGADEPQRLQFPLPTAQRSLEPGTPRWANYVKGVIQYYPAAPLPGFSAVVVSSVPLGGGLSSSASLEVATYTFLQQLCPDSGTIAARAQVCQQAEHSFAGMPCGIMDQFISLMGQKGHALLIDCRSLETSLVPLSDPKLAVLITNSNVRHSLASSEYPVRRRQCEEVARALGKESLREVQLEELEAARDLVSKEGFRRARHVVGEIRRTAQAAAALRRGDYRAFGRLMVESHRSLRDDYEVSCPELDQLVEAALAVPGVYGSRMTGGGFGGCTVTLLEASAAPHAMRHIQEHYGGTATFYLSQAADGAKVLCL
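Luminescence from leftover ATP (Ultra-Glo luciferase/luciferin) served as read-out after a 1 h room-temperature reaction of 5 nM GALK with 35 uM ATP and 100 uM galactose.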
A-T KAP1 phos = potential ataxia-telangiectasia treatments restoring KAP-1 phosphorylation; […] A-T fibroblasts, KAP-1 phosphorylation AlphaLISA; neocarzinostatin DNA damage 30 min before lysis; Potency, µM (highest dose often 57.5 µM), for the others: at the highest dose activation, hits mostly activators; 320,000 compounds, 0.19% hits; also: potency is read from the fitted curve at half-maximal effect; % of control where 0% means no effect; nearly all actives have a fitted effect of over 45% in size
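hTERT-immortalized A-T patient fibroblasts ([…]), 500 cells/well in OPTI-MEM, 1% FBS, got compounds for 60 min, then NCS for 30 min at 37C. Lysates were then assayed for phospho-KAP-1 by AlphaLISA (anti-pKAP1 donor, anti-KAP1 acceptor beads), 6 hr at 25C.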
MLL CXXC-DNA inh = MLL CXXC-DNA interaction inhibition. 290,000 compounds, 0.037% hits. Q03164. AID 2662. MLL-CXXC / FITC-HOXA9 DNA fluorescence polarization. Potency, µM (top dose mostly 115 µM), for the others: at the highest dose activity change, negative = inhibition, most hits filed as inhibitors; active = well fitted inhibition curve with a large enough effect in the polarisation, with a control signal flat, not every such curve was filed as active; inconclusive = small, poorly fitted or top-dose-only effect, or effect the other way, or a change in a side signal; inactive = no such curve, though single readings can be large or run the other way; the % refers to the polarisation; also: potency is read from the fitted curve at half-maximal effect
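Purified MLL-CXXC (added from a 7 uM solution) was preincubated 5 min at ambient with pinned compounds in 50 mM Tris-HCl pH 7.5, 50 mM NaCl, 1 mM DTT, 0.05% BSA. Fluorescein-labeled HOX-A9 DNA (50 nM solution) followed, 30 min, then polarization read.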
hERG WT inh = KCNH2 (human, wildtype) channel inhibition; U2OS, BacMam KCNH2, thallium flux FluxOr; stronger effect = lower value; activity change, % at 1.84 µM; 340,000 compounds, 0.37% hits;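 active = maximum activity change below -70%; inconclusive = maximum activity change between -70% and -50%; inactive = maximum activity change above -50%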; also: % is scaled to controls: 0 for no effect and ±100 for the full control effect
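U2OS cells transduced with wild-type KCNH2 virus are loaded with FluxOr dye for 45 min, and thallium flux is measured in kinetic reads before and after stimulation buffer. Rate constants are normalized to DMSO controls.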
TRPV1 ag = human TRPV1 agonism. TRPV1-expressing cells, Fluo-8 calcium influx, agonist mode. Q8NER1. 320,000 compounds, 0.19% hits. activation, % at 8.33 µM. AID 540275; in the data active = activation above about 80%; inconclusive = between about 30% and that limit; also: 0% is about no effect
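Fluo-8 calcium influx in TRPV1-expressing cells, kinetic read (ex 480/em 520 nm). Compound added and read 3 min for agonist activity, followed by capsaicin at EC20 final and 2 min further read for enhancement.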
Coupling enz = counter-screen for Giardia aldolase inhibitors: coupling enzyme system; coupling enzyme system counterscreen, AmpLite Red fluorescence; activity change, negative = inhibition, % at 58.2 µM, hits read low; 290,000 compounds, 0.67% hits; AID 2472; in the data active = activity change below about -30%; also: % is scaled to controls: 0 for no effect and ±100 for the full control effect
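Coupling enzymes only (glyceraldehyde-3-phosphate) + compound, at 57.5 uM final, 10 min RT; add substrate/coupling/AmpLite Red mix, 20 min RT; fluorescence ex 525/em 598 nm. Actives flag coupling-system interference.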
a7 integrin act = activators of alpha7 integrin expression for muscular dystrophy. alpha7betagal myoblasts, beta-gal FDG fluorescence, 48 h. Potency, µM (series often up to 38.3 µM), for inactives: at the highest dose activation, hits mostly activators. 350,000 compounds, 0.064% hits. AID 624291;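 also: potency is read from the fitted curve at half-maximal effect; 100% = response of the positive control SU9516; nearly all actives have a fitted effect of over 60% in size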
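Alpha7betagal+/- myoblasts (passage 13) were plated 16-24 hr, then exposed to compounds (1:260 dilution of DMSO stock) for 48 hours at 37C. After MPER lysis, β-galactosidase reporter activity was read as FDG fluorescence (ex 480/em 540) after 30 minutes.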
MBNL1 CUG block = inhibitors of human MBNL1 binding to CUG repeat RNA; 280,000 compounds, 0.036% hits; Q9NR56; AID 2675; TR-FRET MBNL1-His/biotin-(CUG)12 binding, 665/545 ratio; Potency, µM (titrated, usually from 57.5 µM), for the others: top-dose activity change, negative = inhibition, most hits filed as inhibitors; active = well fitted inhibition curve with a large enough effect in the signal ratio, with a control signal flat, not every such curve was filed as active; inconclusive = small, poorly fitted or top-dose-only effect, or effect the other way, or a change in a side signal; inactive = no such curve, though single readings can be large or run the other way; the % refers to the signal ratio; also: potency is read from the fitted curve at half-maximal effect; % is scaled to controls: 0 for no effect and ±100 for the full control effect
Target sequence (Q9NR56 whole entry, looked up): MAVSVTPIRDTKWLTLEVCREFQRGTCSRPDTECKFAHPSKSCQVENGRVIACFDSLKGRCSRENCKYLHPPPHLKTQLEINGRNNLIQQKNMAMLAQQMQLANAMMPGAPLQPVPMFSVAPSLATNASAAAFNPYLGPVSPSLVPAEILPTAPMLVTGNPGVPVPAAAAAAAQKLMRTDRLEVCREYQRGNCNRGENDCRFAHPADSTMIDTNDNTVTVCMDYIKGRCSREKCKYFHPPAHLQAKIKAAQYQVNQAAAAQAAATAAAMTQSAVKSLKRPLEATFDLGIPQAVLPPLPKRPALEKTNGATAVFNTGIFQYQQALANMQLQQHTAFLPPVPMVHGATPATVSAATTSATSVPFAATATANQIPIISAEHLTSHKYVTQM
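Inhibition of protein-RNA binding appears as loss of TR-FRET between terbium anti-His antibody on MBNL1-His and streptavidin-XL665 on biotin-(CUG)12. Activity is normalized to buffer-only and uninhibited-complex controls.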
* hit, by the source's call; i = inactive; ? = inconclusive; . = not tested or not shown; [ ] = remark or other dose. Unless noted, calls follow the shape of the dose curve; as a rule, active = well fitted curve in the direction sought with a large enough effect; inconclusive = small, poorly fitted or top-dose-only effect, or another doubt; inactive = no such curve, though single readings can be large; an effect the other way counts as inactive or inconclusive.

SMILES | KCNH2 3.1 block | S-ASM inh | GALK inhibitor | A-T KAP1 phos | MLL CXXC-DNA inh | hERG WT inh | TRPV1 ag | Coupling enz | a7 integrin act | MBNL1 CUG block
CCN(CC(=O)Nc1ccc(OC)c(Cl)c1)CC(=O)NC(C)C | 1.9 | -0.3% | 0.1% | 2.4% | 19.0% | -2.4 | -12.7 | 2.2 | -4.2% | 3.0%
O=C1c2ccccc2NC(c2ccccc2)N1c1ccc(O)cc1 (configuration not stated) | -0.9 | 12.2% | 7.9% | 9.3% | -5.7% | 10.4 | -1.1 | 6.2 | 8.4% | -4.0%
OC(CN1CCN(c2cccc(Cl)c2)CC1)C(c1ccccc1)c1ccccc1 (configuration not stated) | -33.4 | 0.1% | . | -1.8% | 6.7% | -0.7 | 0.4 | . | . | .
O=C(CCN1C(=O)/C(=C/c2ccccc2F)SC1=S)NCCCN1CCOCC1 | 10.4 | -1.9% | -0.6% | 0.8% | 15.5% | -5.1 | -2.0 | -0.1 | -2.2% | ?
COc1cccc(NC(=O)C(Sc2nnc(-c3ccncc3)n2-c2ccc(Cl)cc2)c2ccccc2)c1 (configuration not stated) | -8.8 | -12.2% | 2.0% | -4.4% | 6.2% | 3.3 | -0.4 | 0.0 | -7.3% | -0.5%
COc1ccccc1-n1nnnc1SCC(=O)N1CCCC1=O | -1.8 | 2.4% | -0.4% | 12.3% | -5.5% | -20.1 | 3.4 | . | -0.9% | -2.2%
C=C1CCN([C@@H](Cc2ccccc2)C(=O)NCc2ccc(Cl)c(Cl)c2)S(=O)(=O)c2ccccc21 | -17.2 | 0.2% | . | . | . | 4.3 | . | . | -5.0% | .
Cn1c(N)c(C(=O)CN2CCc3ccccc3C2)c(=O)n(C)c1=O | -3.9 | 6.4% | 10.1% | 1.6% | 14.0% | 4.5 | -2.6 | 1.7 | -4.0% | 1.3%
Cc1cccc(CC2(O)C(=O)Nc3ccccc32)n1 (configuration not stated) | -9.6 | -4.3% | . | . | . | 8.6 | . | . | 2.6% | .
COC(=O)c1sccc1NC(=O)Nc1cc(C)ccc1C | . | -1.0% | 1.5% | -10.1% | -8.1% | -14.5 | ? | 6.7 | 3.7% | 11.0%
COc1ccc(C(=O)Nc2ccc3[nH]ncc3c2)cc1OC | 10.4 | -0.8% | 4.3% | -0.3% | -5.0% | -3.8 | 12.1 | 0.7 | 3.6% | -1.2%
O=C(CSc1nnc(NC(=O)c2cccc(Cl)c2)s1)NCC1CCCO1 (configuration not stated) | -2.8 | -1.5% | -3.6% | 15.5% | 1.8% | -14.1 | 0.7 | . | 6.6% | 4.1%
COc1ccc(NC(=O)CCc2ccccc2)cc1S(=O)(=O)N1CCCCC1 | -17.5 | 3.5% | . | -2.2% | . | 2.7 | -0.5 | . | 10.9% | .
O=C(COc1ccccc1)N(Cc1ccccc1)c1nc(-c2ccccc2)cs1 | -14.2 | -0.7% | 2.5% | 0.0% | -4.4% | -1.4 | 2.6 | 4.3 | -17.8% | 6.2%
CC(C)[C@H](NC(=O)N1CCn2c1nc1ccccc12)C(=O)N[C@H](C(=O)O)c1ccccc1 | 4.9 | 10.4% | . | 6.1% | ? | -1.4 | 8.7 | -0.5 | 0.8% | -8.7%
COc1ccc(C2C(C(=O)c3ccccc3)=C(C)Nc3nc4ccccc4n32)c(OC)c1 (configuration not stated) | 6.7 | 6.2% | . | 6.8% | 21.7% | 6.8 | 0.4 | -0.7 | 2.8% | 14.2%
COc1ccc(OC)c(CNc2ccc([N+](=O)[O-])cc2C)c1 | -2.9 | -7.3% | 7.4% | 5.5% | -1.0% | -0.6 | 8.4 | 1.3 | -24.5% | 23.9%
CC1=C(CCN2CCN(C3CCCC3)C(CCO)C2)C(C)(C)CCC1 (configuration not stated) | -4.7 | -0.5% | 7.4% | -3.3% | 1.0% | 4.8 | 9.3 | 1.3 | -46.8%[inhibitor] | 6.0%
COc1ccc2sc(-c3ccc(N(C)C)cc3)c(C#CCO)c2c1 | -21.1 | i | . | 31.6µM* | . | -1.0 | 15.1 | . | -32.1% | .
CCCn1c(-c2ccc(F)cc2)n[nH]c1=S | -3.9 | 0.8% | 6.7% | -13.4% | -12.7% | -3.9 | -0.9 | 1.8 | 14.4%[7.66 µM] | -1.6%
CC1CCCCN1C(=O)CN1CCC(c2nc3ccc(Cl)cc3[nH]2)CC1 (configuration not stated) | 5.9 | 3.0% | 0.3% | 11.9%[11.5 µM] | -8.5% | 27.2 | -0.5 | 5.3 | -46.4%[inhibitor] | 0.3%
O=C(CSc1nc(=O)n2ccccc2n1)N1CCCc2ccccc21 | 3.0 | . | . | -1.4% | . | -3.7 | -1.4 | . | 1.8% | .
COCc1c(C(=O)N/N=C(/C)c2cccs2)nnn1-c1nonc1N | 10.2 | 11.3% | -2.3% | 3.0% | -6.8% | 1.7 | -1.4 | 1.3 | 38.5% | 6.8%
CCCCN1C(=O)C(=O)N(CC(=O)Nc2sc(C)c(C)c2C(=O)OC)C1=O | -4.8 | -8.5% | . | -19.3% | . | 9.2 | 12.6 | . | 8.8% | .
O=C(Cc1cccc2ccccc12)NC(=S)Nc1cccc(C(=O)O)c1 | . | -6.4% | -1.9% | . | 5.2% | . | 0.7 | 11.2 | -14.3% | 4.4%
CCOc1cc(S(=O)(=O)N(CC)CC)ccc1Br | 5.7 | -3.1% | 0.9% | 9.1% | 8.3% | 4.2 | 18.7 | 7.2 | 8.2% | 2.8%
COc1ccc(-c2ccc([C@H]3[C@@H]4C=CCC[C@@]4(C)C(=O)N3Cc3ccccc3)c(F)c2)cc1OC | 1.7 | 2.8% | -1.8% | 9.7% | -2.0% | 17.5 | 5.2 | -5.9 | -21.8% | 1.0%
CC(=O)N1CCc2cc(S(=O)(=O)NC3CCCCC3)ccc21 | -1.6 | -1.0% | 17.3% | 2.5% | -4.8% | 14.3 | 0.4 | 2.0 | -39.4% | -6.8%
O=C(NC1(C(=O)NC2CCCCC2)CCCCC1)c1ccc2c(c1)OCO2 | -6.1 | -0.3% | -3.6% | -0.7% | 0.5% | -15.6 | 1.2 | 0.9 | -6.3% | -4.8%
Cc1cc(C(=O)NCc2cccs2)n(-c2ccccc2)n1 | -11.0 | 7.4% | 1.6% | 7.7% | -7.1% | -0.9 | . | 2.0 | -0.4% | -1.5%
CC(C)Oc1cccc(-c2nnc(SCC(=O)Nc3ccc4c(c3)OCCO4)n2N)c1 | 5.1 | -2.9% | -3.0% | 0.2% | 5.3% | -10.6 | ? | 0.4 | -20.6% | -8.2%
CCOc1cccc(C(=O)Nc2ccc(NC(=O)c3cc4ccccc4o3)c(OC)c2)c1 | -23.9 | 171.0%[activator] | 0.7% | 5.2% | 29.0% | -8.1 | 3.9 | -0.1 | 1.9% | 0.6%
COc1cccc(CC2(CO)CCN(Cc3cccn3-c3cccnc3)CC2)c1 | -13.7 | 0.3% | -0.5% | -1.0% | -1.7% | 3.8 | 2.7 | 0.5 | 3.4% | -8.3%
CC(C)CC(OC(=O)c1ccco1)C(=O)NCC1CCCO1 (configuration not stated) | 1.1 | 3.5% | 7.0% | 0.1% | 1.8% | 3.3 | -3.0 | -0.1 | -15.4% | 4.9%
Fc1ccc2nc(Nc3nc4c(F)cc(F)cc4s3)sc2c1 | -1.4 | 31.5% | -4.1% | 0.9% | 6.5% | -2.6 | -3.4 | 0.5 | 16.0% | -5.7%
FC(F)Oc1ccc(NC(=S)NCC2COc3ccccc3O2)cc1 (configuration not stated) | 6.0 | -1.7% | 0.3% | -13.3% | -6.8% | 13.3 | ? | 1.9 | -28.1% | .
Cc1cc(/C=C2/C(=N)N3C(c4ccccc4)=CSC3=NC2=O)c(C)n1-c1ccc(Cl)cc1 | 14.0 | 6.8% | . | . | . | -1.9 | . | . | 4.4% | .
COc1cc(CCc2ccccc2)c(C(=O)O)c(O)c1C/C=C(/C)CCC=C(C)C | -2.5 | 6.7% | . | 7.8% | . | -1.7 | . | . | 10.1% | .
O=C(COC(=O)c1cc[n+]([O-])cc1)Nc1ccc([N+](=O)[O-])cc1C(F)(F)F | 5.7 | -3.9% | . | 8.7% | . | -3.8 | -2.8 | . | 13.1% | .

Screens as filed in PubChem BioAssay.
